Screening results from PubChem BioAssay.
SUMO Mot1 rescue: SUMOylation pathway inhibition by Mot1-301 growth rescue; S. cerevisiae Mot1-301 growth rescue, ATP luminescence, 38.5C; percent above DMSO median, 100 means doubled; growth rescue, % at 18.8 µM; 320,000 tested, 1% active; AID 2716;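 active = every valid replicate shows activation above 250% relative to neutral control wells; inactive = the rest, any valid replicate at or below 250%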;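 note: OY570 slx delta 5 strain wells were the positive control but not used for scaling; some compounds called inactive have numbers as strong as hits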
Pemphigus Ab inh: human desmoglein-3 autoantibody binding inhibition; 310,000 tested, 0.48% active; AID 588358; P32926; DSG3-coupled beads, scFv-anti-DSG3-GFP binding, flow cytometry; hits give low values; binding (percent of control), % at 10 µM;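 active = binding more than 3 SD below its plate's average and above zero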;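 note: hits lower antibody fragment binding to DSG3; some compounds called inactive have numbers as strong as hits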
PKA-R1A activ: activates the PKA-R1A holoenzyme complex | P00514+P68181 | activation, % at 11.4 µM | 340,000 tested, 0.083% active | PKA-R1A dissociation, Cy5-IP20 fluorescence polarization; scaled: DMSO 0%, 113 µM cGMP 100% | AID 504707;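 active = percent activation above the mean of all tested compounds plus 3 SD, cut at about 19% in these data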;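 note: higher means more PKAc released from R1A so a rise in polarization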
CDK5 p35 inh: blocks human CDK5/p35 kinase activity. Recombinant CDK5/p35, ADP-Glo luminescence, 60 min. inhibition, % at 10 µM. 330,000 tested, 0.01% active. AID 488839;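 active = highest replicate inhibition of at least 50% and at least 75% of replicates reaching 50%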;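 note: plate controls were DMSO neutral control for no effect and GW8510 at 10 µM for full effect; many of its hits are not listed in these tables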
Target sequence (Q00535 whole entry, looked up): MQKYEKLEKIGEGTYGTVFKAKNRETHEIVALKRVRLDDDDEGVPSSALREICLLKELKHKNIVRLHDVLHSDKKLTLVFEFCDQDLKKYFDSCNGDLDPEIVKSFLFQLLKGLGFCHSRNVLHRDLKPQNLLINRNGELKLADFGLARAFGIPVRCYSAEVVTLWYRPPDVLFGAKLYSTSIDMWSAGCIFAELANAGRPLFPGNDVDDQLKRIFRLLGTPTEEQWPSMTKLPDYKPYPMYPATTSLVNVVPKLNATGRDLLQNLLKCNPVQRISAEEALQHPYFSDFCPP
Target sequence (Q15078 whole entry, looked up): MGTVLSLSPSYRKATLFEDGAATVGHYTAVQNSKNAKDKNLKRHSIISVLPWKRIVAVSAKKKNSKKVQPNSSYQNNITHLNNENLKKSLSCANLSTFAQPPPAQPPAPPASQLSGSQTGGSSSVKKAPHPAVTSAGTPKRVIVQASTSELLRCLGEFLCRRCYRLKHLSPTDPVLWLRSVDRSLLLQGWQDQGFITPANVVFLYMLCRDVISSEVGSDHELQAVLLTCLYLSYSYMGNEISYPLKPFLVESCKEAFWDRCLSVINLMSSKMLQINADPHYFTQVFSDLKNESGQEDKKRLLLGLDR
PKA-R2B activ: activators of human PKA-R2B complex; activation, % at 11.4 µM; P22694+P31323; PKA-R2B holoenzyme dissociation, Cy5-IP20 fluorescence polarization; R2B truncated from residue 108, S112A mutant; 0% DMSO only, 100% 113 µM cGMP; 340,000 tested, 0.079% active;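 active = activation above a cutoff set at the mean over all compounds plus 3 SD, cut at about 18% in these data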;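 note: higher means more holoenzyme dissociation and a rise in polarization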
SR-BI DiI-HDL act: activators of SR-BI mediated HDL lipid uptake; CHO ldlA[mSR-BI] cells, DiI-HDL uptake fluorescence, 3 h; 100 = double the neutral-control signal; activation, % at 12.5 µM; 320,000 tested, 0.096% active; AID 504775;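 active = mean replicate activation of at least 60% and every replicate at or above 60%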;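 note: 0% = median plate neutral-control signal and 100% = twice that signal; values of inactives mirror those of a sister screen read the other way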
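material = CHO ldlA[mSR-BI] cells | medium = Ham's F12 with 0.5% BSA, HEPES 25 mM, pH 7.4 | reagent = fluorescent DiI-HDL, 10 µg/mL final | compound dosing = single-point compound dose | incubation = 3 h, 37 °C | measured by = bottom-read fluorescence, 550/595 nm | measure = HDL uptake via cellular fluorescence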
NSD2 inh: NSD2 (human) methyltransferase inhibition | NSD2 peptide methylation, AlphaScreen, 120 min | 310,000 tested, 0.54% active | O96028 | inhibition, % at 12.5 µM | AID 743445; in the data active = inhibition above about 50%
SR-BI DiI inh: blocks mouse SR-BI lipid uptake from DiI-HDL; inhibition, % at 12.5 µM; Q61009; ldlA[mSR-BI] CHO cells, DiI-HDL uptake fluorescence, 3 h; 320,000 tested, 0.96% active;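 active = mean replicate inhibition of at least 70% and a set share of replicates each scoring 70 or more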;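 note: 0% = median of neutral control wells and 100% = median of positive control wells; values of inactives mirror those of a sister screen read the other way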
Arr AP2 block: human beta-arrestin and AP2 interaction inhibition | inhibition, % at 10 µM | FITC-arrestin peptide / GST-AP2 beads, flow cytometry; AP2 beta2 appendage carries R879A mutation | 340,000 tested, 0.31% active;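 active = inhibition above a set limit, near 3 SD of compounds lacking own fluorescence, cut at about 54% in these data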;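 note: plate controls were DMSO wells for no effect and 5 µM unlabelled arrestin peptide for full effect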
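Material – GST-tagged AP2 beta2-adaptin appendage (R879A) on 4 µm glutathione beads · Probe or stimulus – fluorescein-tagged arrestin peptide at 50 nM final · Timing – 12 min plus 1 h, RT · Detection – bead flow cytometry, FITC channel · Read-out basis – inhibition as reduced fluorescein signal on beads, percent · Medium – PBS plus Tween 20 (0.05%) and BSA (0.1%)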
dFosB activator: enhances mouse delta FosB homodimer DNA binding; activation, % at 25 µM; 340,000 tested, 0.99% active; P13346; purified delta FosB, TAMRA-CDK5 oligo fluorescence polarization; percent of positive-control signal above neutral wells;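 active = mean activation above about 17%, with every replicate also reaching it, limit read from the data, passing the limit was not always enough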;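 note: fluorescence polarization rise as delta FosB binds a TAMRA Cdk5 AP-1 oligo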
Target sequence (P13346 whole entry, looked up): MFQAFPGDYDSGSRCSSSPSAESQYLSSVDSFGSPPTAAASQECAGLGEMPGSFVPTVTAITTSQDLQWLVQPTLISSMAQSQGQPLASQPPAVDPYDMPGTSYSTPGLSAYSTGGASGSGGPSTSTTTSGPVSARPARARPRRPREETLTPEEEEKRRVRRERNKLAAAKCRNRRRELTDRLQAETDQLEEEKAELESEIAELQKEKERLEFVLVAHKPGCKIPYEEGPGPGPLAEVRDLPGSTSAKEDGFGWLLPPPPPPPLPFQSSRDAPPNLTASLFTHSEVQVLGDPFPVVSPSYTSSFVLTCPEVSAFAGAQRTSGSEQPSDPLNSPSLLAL
MITF act: increases MITF-driven TRPM1 promoter luciferase signal. SK-MEL-5 TRPM1-promoter luciferase, 24 h; % of positive control, neutral wells = 0. activation, % at 12.5 µM. 300,000 tested, 0.75% active. AID 588334;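 active = mean activation of at least 80% with every replicate also reaching 80%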;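 note: 0% = neutral control wells and 100% = parthenolide positive control wells; values of inactives mirror those of a sister screen read the other way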
An asterisk follows results filed as active; . = no result given. Rows are unselected, and some 4.7% of all compounds hit somewhere here.

SMILES	SUMO Mot1 rescue	Pemphigus Ab inh	PKA-R1A activ	CDK5 p35 inh	PKA-R2B activ	SR-BI DiI-HDL act	NSD2 inh	SR-BI DiI inh	Arr AP2 block	dFosB activator	MITF act
Cc1c(O)nc(SCC(=O)Nc2nccs2)n(-c2ccccc2F)c1=O	-3.6	108.3	1.1	-0.5	5.1	3.6	-0.2	-3.6	37.7	-3.8	-4.7
Cc1ccc(CNC(=O)C2CCCN(c3ncnc4c3nc3n4CCCCC3)C2)cc1 (centres undefined)	2.2	108.8	-6.9	-1.3	1.4	4.3	0.7	-4.3	-10.9	-3.1	-4.9
CC(=O)NC1C(=O)N=C(SCC(=O)NCc2ccccc2)NC1=O (centres undefined)	-4.2	98.9	-6.9	2.5	-1.1	10.4	0.2	-10.4	31.2	0.5	1.9
CCCN1CCC(=O)N([C@H](CSc2ccc(OC)cc2)CC(C)C)CC1	11.4	112.2	2.0	0.1	-0.6	15.2	.	-15.2	-9.2	0.0	77.7
COc1cc(NC2=CC(=O)CC(C)(C)C2)cc(OC)c1OC	-4.7	96.0	-13.7	-0.5	-16.5	20.8	2.3	-20.8	-11.6	3.7	-6.0
FC(F)(F)c1ccc(NC2=NCCC2)cc1	.	98.8	6.1	-1.4	5.0	3.6	.	-3.6	18.8	-9.5	2.4
Cc1onc(-c2ccccc2Cl)c1C(=O)Nc1ccc(CN2CCCC2)cc1	.	112.9	-5.4	3.3	3.2	-1.7	7.6	1.7	-2.1	-3.7	-1.1
O=C(NCc1ccccn1)C1CCC(CNS(=O)(=O)c2cccc3nsnc23)CC1 (centres undefined)	-28.2	92.2	-0.9	5.5	-4.6	7.5	-4.3	-7.5	8.3	5.2	-1.2
CC1(C)Cc2c(C#N)c(N)n(-c3ccccc3)c(=S)c2CO1	-5.5	99.7	.	-0.2	.	-7.4	0.2	7.4	5.2	-10.2	.
C[C@H](CO)N1C[C@H](C)[C@@H](CN(C)Cc2ccc(C(=O)Nc3ccccc3N)cc2)Oc2c(NC(=O)C3CCCCC3)cccc2C1=O	-12.6	100.7	4.8	1.8	-3.4	11.5	.	-11.5	-8.7	-9.4	-6.0
O=C(Nn1c(-c2ccc(Br)cc2)nc2ccccc2c1=O)c1ccc([N+](=O)[O-])cc1	192.3	104.2	4.5	-4.0	-7.8	-4.7	20.7	4.7	-0.2	-10.4	-7.3
COc1ccc2[nH]c(=O)c(CN(CCO)C(=O)c3cccs3)cc2c1	5.0	102.4	-4.6	0.8	-5.4	19.0	-3.6	-19.0	-5.0	2.3	3.3
Cc1cccc(C(=O)OCC(=O)N2CCC(c3ccccc3)=N2)c1O	-5.9	106.6	-5.4	0.6	1.0	19.1	-2.8	-19.1	-29.5	-4.2	13.6
CC(C(=O)Nc1cccc([N+](=O)[O-])c1)N1C(=O)NC2(CCCC2)C1=O (centres undefined)	-29.5	89.0	-1.6	-0.3	-1.7	.	-2.3	.	15.9	-1.4	0.9
CCCc1ccc(Oc2cn[nH]c2-c2ccc(O)cc2O)cc1	195.5	121.9	-24.3	1.1	1.2	3.5	0.7	-3.5	19.2	-3.7	.
C=CCNC(=O)c1ccc(S(=O)(=O)CC)c(Cl)c1Cl	2.5	97.3	-4.6	1.4	7.6	18.4	6.6	-18.4	5.6	-2.1	-1.9
CC(C(=O)Nc1ccc2c(c1)OCO2)n1cnc2c1c(=O)n(C)c(=O)n2C (centres undefined)	135.1	98.7	-1.4	0.3	6.9	-4.3	-0.1	4.3	-1.2	-3.4	-3.8
COc1ccc(Nc2nc(N)c(C(=O)c3ccc(OC)cc3)s2)cc1	28.3	102.8	6.3	15.2	-2.1	-57.3	1.6	57.3	-21.5	-1.4	40.0
CCOc1c2ccc(C(=O)NCCc3cccs3)cc2nn1CC	2.6	105.3	-13.0	-1.0	-2.3	0.0	.	0.0	0.1	-1.1	62.9
CN(Cc1cccc(Cl)c1Cl)c1ccc(S(=O)(=O)N2CCCCC2)cc1[N+](=O)[O-]	-2.7	110.5	-12.1	3.7	5.2	-2.3	-1.2	2.3	0.3	-8.2	4.3
CSc1cc(-c2ccccc2)[nH]c(=O)c1C#N	.	104.1	-1.5	2.1	5.6	33.0	-3.5	-33.0	4.2	-9.0	-3.4
CCOc1ccccc1C(=O)Nc1c[nH]c(=O)[nH]c1=O	217.0	107.4	3.4	-1.0	-2.2	-15.7	15.6	15.7	-12.7	-7.9	.
COc1cc2[nH]c(=O)n3nc(-c4ccccc4)nc3c2cc1OC	10.4	.	3.6	-2.1	-1.5	-5.1	.	5.1	5.7	-32.8	.
CCOC(=O)Cn1c(CN2CCN(c3cccc(Cl)c3)CC2)nc2c1c(=O)[nH]c(=O)n2C	-10.7	103.0	3.5	-0.4	8.1	20.9	.	-20.9	-9.2	-12.7	-2.5
COc1ccc(NC(=S)Nc2ccc3snnc3c2)cc1	5.2	102.5	-3.4	0.4	-8.4	-24.8	6.7	24.8	2.8	2.2	51.3
O=C(COc1ncnc2ccccc12)NCCCN1CCCC1=O	9.3	.	5.0	-2.8	-2.9	0.4	2.4	-0.4	1.8	3.1	.
COc1ccc(N2C(=O)CC(N(CCc3ccc(S(N)(=O)=O)cc3)C(=S)Nc3ccccc3)C2=O)cc1 (centres undefined)	-15.7	94.9	-1.7	0.2	-1.0	13.0	-6.1	-13.0	0.3	-5.3	1.5
O=C(CCCc1c[nH]c2ccccc12)NCCc1c[nH]c2ccccc12	-10.8	105.0	-11.2	-1.2	2.4	.	0.8	.	27.5	-2.6	-25.1
CCOC(=O)c1c(C)oc2ccc(O)c(CN3CCCCC3)c12	-1.7	103.0	-0.8	2.4	4.1	22.5	0.1	-22.5	-8.0	6.5	3.4
CC(C)(C)NC(=S)NNC(=O)[C@H]1C[C@@H]1c1ccccc1	-19.2	.	-6.7	0.8	-4.2	3.4	-3.7	-3.4	-8.5	-5.3	.
CCc1noc(C)c1C(=O)Nc1nc(-c2ccc(OC)cc2)cs1	-3.9	98.0	-3.8	1.4	-5.4	-25.2	-4.1	25.2	17.6	-8.9	18.9
C/C(=N\Nc1cccc([N+](=O)[O-])c1)c1ccccc1O	134.8	103.7	-4.6	-3.2	0.7	-57.7	-3.5	57.7	-6.4	-5.9	60.2
COc1ccccc1C(=O)N/N=C/c1cnc2ccccc2n1	59.2	104.5	0.6	-0.6	-1.4	36.4	-1.9	-36.4	-9.2	-3.8	5.8
CCN(CC)S(=O)(=O)c1cccc(C(=O)N/N=C/c2ccc(O)c(O)c2O)c1	-9.1	.	-15.5	5.9	-13.3	-1.4	10.5	1.4	34.5	-10.7	-17.8
O=C1OCCC1(c1ccccc1)c1ccccc1	.	91.2	13.6	0.4	1.5	0.5	-2.5	-0.5	35.7	-11.5	-3.5
CN1C[C@@H]2[C@@H]3C(=O)N(Cc4ccccc4)C(=O)[C@@H]3[C@](C)(C1=O)N2C(=O)c1ccc(F)cc1	.	103.9	-3.9	0.0	-8.4	12.6	.	-12.6	4.9	0.1	5.6
CC1(C)CC2(CCO1)N1CC3(C)CN2CC(C)(C1)C3=O (centres undefined)	8.2	94.6	-11.5	-0.3	-0.1	12.2	1.4	-12.2	83.8*	-5.9	-6.0
O=C(Nc1ccc2c(c1)OCCO2)c1ccc(CN2CCOCC2)cc1	-9.5	97.2	-0.1	0.8	3.4	25.9	.	-25.9	4.2	-2.0	51.1
CCc1ccc(/C=C(\C#N)C(=O)NC2CCS(=O)(=O)C2)cc1 (centres undefined)	6.6	119.5	-7.2	2.1	4.2	18.8	1.0	-18.8	16.7	-0.8	-5.5
CCOC(=O)c1ccc(S(=O)(=O)N2CCN(Cc3cc4c(cc3O)OCO4)CC2)cc1	-0.1	115.4	-4.8	-0.5	-8.7	-46.9	-3.6	46.9	3.7	-4.1	0.4
O=C(Nc1ccccc1)Nc1nncs1	1.4	.	5.2	0.9	-7.2	26.7	-0.2	-26.7	3.0	1.1	8.7
C1CN(CC2CCN(c3nc4nonc4nc3N3CCSCC3)CC2)CCO1	-5.8	106.8	0.3	-1.5	-17.4	9.7	5.5	-9.7	-2.2	2.1	-9.3
CCN(C(=O)COC(=O)CCc1c[nH]c2ccccc12)c1c(N)n(Cc2ccccc2)c(=O)[nH]c1=O	19.1	90.0	0.8	1.0	-12.1	-13.4	-0.8	13.4	-3.7	-6.1	-6.8
O=S(=O)(Nc1ccccc1)c1ccc(-c2csnn2)cc1	16.7	97.5	-8.7	0.8	4.5	-0.4	-1.9	0.4	-6.9	-0.3	.
O=C(C1CCN(S(=O)(=O)c2ccc(Cl)c(C(F)(F)F)c2)CC1)N1CCC1	0.1	.	4.7	-0.4	1.6	2.1	-0.9	-2.1	-8.0	-2.9	3.5
N#Cc1c(SCc2ccc(Cl)cc2)sc(C(=O)c2ccccc2)c1N	7.3	.	-4.7	0.1	-5.2	-23.3	4.2	23.3	-10.0	-8.2	2.6
COc1ccc(-c2cc(-c3cccs3)c(C#N)c(SCC(=O)NCc3ccco3)n2)cc1	4.6	.	-13.5	0.4	3.4	-10.0	.	10.0	2.9	47.2*	.
CC(C)c1ccc(-c2nnc(SCC(=O)NC3CC3)n2C)cc1	8.9	100.0	-5.7	-0.1	0.7	5.7	-2.5	-5.7	-5.3	-12.4	21.5
Cc1ccc(NC(=O)CCc2ccc(S(=O)(=O)N3CCOCC3)cc2)c(Cl)c1	-4.4	.	3.4	-1.4	-0.5	-30.0	-7.7	30.0	51.9	-10.8	-3.7
O=C(c1ccc(-c2ccccc2)cc1)C1CCCN(C(=O)c2cncs2)C1 (centres undefined)	213.7	97.5	-14.5	0.5	1.5	-29.1	-2.7	29.1	40.1	-6.0	-5.7
CN(Cc1c(F)cccc1Cl)C(=O)c1cccc(S(=O)(=O)NCc2ccccc2)c1	-3.5	113.1	-6.8	-7.9	5.7	4.1	20.0	-4.1	0.8	-7.8	2.1
Cc1noc(C)c1CSc1ncnc2sc(C)c(C)c12	2.4	104.1	2.8	0.5	5.7	-20.5	-2.0	20.5	104.7*	-2.8	23.4
